Source: PubChem BioAssay
LEDGF integ inh: blockers of LEDGF/p75-dependent integrase strand transfer – biochemical, TR-FRET, high throughput, primary screen. AID 743269, 2014. HIV-1 integrase (with human LEDGF/p75). 0.64% of 370,000 active. inhibition, % at 3.7 µM. TR-FRET IN-LEDGF/p75 DNA integration, Eu/Cy5;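 active = inhibition above the screen-wide mean plus 3 SD, cut at about 13% in these data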;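 also: signal is the Cy5 over europium emission ratio at 671 and 618 nm; 0% = plate median of compound wells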
ADAM17 inh: ADAM17 inhibitors, primary screen, biochemical, QFRET. recombinant ADAM17, EDANS/DABCYL FRET peptide cleavage. inhibition, % at 6.95 µM. 0.83% of 370,000 active. Disintegrin and metalloproteinase domain-containing protein 17 (Homo sapiens), P78536. AID 720648, 2013;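 active = inhibition above the mean of compounds lying between control limits plus 3 SD, set per campaign, cut at about 8.5% in these data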;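 also: 0% = DMSO-only wells as the low control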
Target sequence (P78536 215-824 limits assumed): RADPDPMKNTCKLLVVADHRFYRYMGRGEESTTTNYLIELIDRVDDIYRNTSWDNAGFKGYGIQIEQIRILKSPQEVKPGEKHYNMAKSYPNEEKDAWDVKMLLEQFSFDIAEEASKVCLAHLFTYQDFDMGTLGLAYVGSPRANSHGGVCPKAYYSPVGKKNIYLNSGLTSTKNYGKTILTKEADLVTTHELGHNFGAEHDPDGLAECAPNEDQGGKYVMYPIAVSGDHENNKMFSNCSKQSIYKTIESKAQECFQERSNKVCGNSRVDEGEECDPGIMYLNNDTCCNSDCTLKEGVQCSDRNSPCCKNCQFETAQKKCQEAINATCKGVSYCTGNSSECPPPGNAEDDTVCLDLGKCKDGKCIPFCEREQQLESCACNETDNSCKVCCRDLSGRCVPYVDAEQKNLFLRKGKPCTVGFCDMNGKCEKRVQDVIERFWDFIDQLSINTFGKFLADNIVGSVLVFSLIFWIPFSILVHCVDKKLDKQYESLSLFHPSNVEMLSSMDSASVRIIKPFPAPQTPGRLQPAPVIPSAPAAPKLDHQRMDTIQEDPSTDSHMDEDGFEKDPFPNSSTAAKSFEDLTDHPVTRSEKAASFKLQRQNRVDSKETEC
ASAP1 GAP inh: inhibitors of human ASAP1 ArfGAP activity, primary screen, biochemical, fluorescence polarization. Arf-GAP with SH3 domain, ANK repeat and PH domain-containing protein 1 (Homo sapiens), …. ASAP1-stimulated ARF1 GTP hydrolysis, GDP FP detection. inhibition, % at 16.5 µM. 0.19% of 360,000 active; in the data active = inhibition above about 25%;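 also: 0% = vehicle with enzyme and substrate and 100% = no enzyme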
DDE Tn7 FP inh: inhibitors of Tn7 peptide binding to fibrin DD(E), primary screen, biochemical, fluorescence polarization, human fibrin, Tn7 probe. Fibrinogen beta chain (Homo sapiens), P02675. FP displacement of FITC-Tn7 peptide from fibrin DD(E); 0% = median of compound wells per plate. inhibition, % at 8.3 µM. 0.13% of 370,000 active;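 active = inhibition above the mean of compounds falling within the control limits plus 3 SD of them, cut at about 14% in these data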;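 also: 0% = plate median of compound wells and 100% = 10 µM Aha-Tn7 peptide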
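Measure: % inhibition scaled between sample-field median and high-control FP; Test system: human fibrin DD(E); Quantity: 2 µM final DD(E) protein; Doses: one dose, 8.3 µM nominal; Schedule: compound with protein 10 min, then 3 h after probe, room temperature; Detection: fluorescence polarization; Medium: Tris buffer with calcium and detergent, pH 7.8.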
TDP2 inh: human TDP2 enzyme inhibitors, primary screen, biochemical, epi absorbance, recombinant enzyme; Tyrosyl-DNA phosphodiesterase 2 (Homo sapiens), O95551; T5PNP hydrolysis, p-nitrophenol absorbance 415 nm; inhibition, % at 12.8 µM; 0.34% of 370,000 active;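 active = inhibition above the mean of all tested compounds plus 3 SD, set per campaign, cut at about 25% in these data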;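 also: 0% = DMSO with enzyme and 100% = buffer with substrate but no TDP2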
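System – recombinant human TDP2 · Quantity – TDP2 enzyme at 120 nM final · Doses – single concentration, 12.8 µM nominal, with 1% DMSO · Incubation – 2 h at 37 °C · Measured by – epi absorbance of p-nitrophenol freed from T5PNP by hydrolysis · Read-out – % inhibition relative to enzyme-containing and enzyme-free wells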
ADAM10 inh: human ADAM10 inhibitors, primary screen, biochemical, QFRET, HTS; Disintegrin and metalloproteinase domain-containing protein 10 (Homo sapiens), O14672; recombinant ADAM10, EDANS/DABCYL FRET peptide cleavage, 3 h; 0.62% of 370,000 active; AID 720582, 2013; inhibition, % at 7 µM;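 active = inhibition above a per-campaign cutoff equal to the mean of compounds falling between control-based bounds plus 3 SD, cut at about 20% in these data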;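 also: 0% = DMSO wells while the 100% control is not disclosed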
ARFGAP1 inh: inhibitors of rat ARFGAP1 GAP activity, primary screen, biochemical, fluorescence polarization, GDP tracer | ADP-ribosylation factor GTPase-activating protein 1 (Rattus norvegicus), Q62848 | Arfgap1-stimulated ARF1 GTP hydrolysis, GDP FP detection | inhibition, % at 16.5 µM | 0.26% of 360,000 active;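 active = inhibition above a per-plate limit, mean inhibition of low control wells plus 3 SD, cut at about 25% in these data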;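 also: 0% = DMSO wells with enzyme and 100% = wells lacking Arfgap1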
Target sequence (Q62848 1-136 limits assumed): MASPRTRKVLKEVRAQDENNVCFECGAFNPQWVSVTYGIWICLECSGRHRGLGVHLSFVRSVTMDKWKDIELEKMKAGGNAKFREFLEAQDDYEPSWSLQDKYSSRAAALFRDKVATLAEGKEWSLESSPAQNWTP
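Assay system: Rat Arfgap1 GAP domain (His6, aa 1-136), purified enzyme | Buffer or medium: HEPES 25 mM pH 7.5, NaCl 150 mM, MgCl2, DTT | Schedule: GTP hydrolysis reaction 2 h at 25 °C | Signal: FP of antibody-bound GDP Alexa 633 tracer, ex 620/em 688 nm | Measure: Percent inhibition of Arfgap1-stimulated GTP hydrolysis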
KLK7 zymogen act: proKLK7 zymogen activators, primary screen, biochemical, fluorescence intensity; purified proKLK7, EDANS-DABCYL substrate fluorescence; 100% is mature enzyme control, 0% vehicle; activation, % at 7 µM; 0.9% of 370,000 active;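 active = activation above the mean of all tested compounds plus 3 SD, computed per campaign excluding outliers beyond control limits, cut at about 13% in these data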
Target sequence (P49862 whole entry, looked up): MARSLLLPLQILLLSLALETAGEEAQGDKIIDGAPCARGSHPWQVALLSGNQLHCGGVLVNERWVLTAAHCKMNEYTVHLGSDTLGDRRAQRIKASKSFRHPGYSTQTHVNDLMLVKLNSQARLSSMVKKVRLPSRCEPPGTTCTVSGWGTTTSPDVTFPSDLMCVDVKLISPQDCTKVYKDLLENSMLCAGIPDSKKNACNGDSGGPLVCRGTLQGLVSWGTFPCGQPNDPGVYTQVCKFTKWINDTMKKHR
PLCg1 inh: PLC-gamma1 enzyme inhibitors, primary screen, biochemical, fluorescence, purified enzyme; 1-phosphatidylinositol 4,5-bisphosphate phosphodiesterase gamma-1 (Homo sapiens), P19174; fluorogenic substrate; inhibition, % at 12.2 µM; 0.84% of 370,000 active; AID 720700, 2013; in the data active = inhibition above about 9.5%
DDE Tn6 FP inh: inhibitors of Tn6 peptide binding to fibrin DD(E), primary screen, biochemical, fluorescence polarization, human fibrin, Tn6 probe; Fibrin DD(E) TRITC-Tn6 fluorescence polarization displacement; inhibition, % at 8.3 µM; 0.21% of 370,000 active; AID 720509, 2013;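 active = inhibition above a per-campaign cutoff: mean of compounds within control limits plus 3 SD, cut at about 15% in these data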;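 also: 0% = median of all compound wells on the plate and 100% = blocking peptide control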
Active calls of the source: *; i = inactive; nt = no result given.

LEDGF integ inh,ADAM17 inh,ASAP1 GAP inh,DDE Tn7 FP inh,TDP2 inh,ADAM10 inh,SMILES,ARFGAP1 inh,KLK7 zymogen act,PLCg1 inh,DDE Tn6 FP inh
2,-2,-4,0,2,3,O=C(Cc1cccs1)NC1(C(=O)NC2CCCC2)CCCCC1,-1,0.3,1,5
0,-3,-4,3,8,1,O=C(NCCS(=O)(=O)N1CCN(c2ccccc2)CC1)C1CC(=O)N(c2ccccc2)C1 (stereo unspecified),-14,-0.2,-3,0
3,7,-4,-5,-9,7,CCCCNC(=O)NS(=O)(=O)c1ccc(C)cc1,0,0.7,6,-6
-4,-17,2,3,2,-25,COc1cc2nc(Nc3cccc(F)c3)nc(N)c2cc1OC,4,-0.4,-33,-7
-1,-3,5,1,-6,0,CC(Sc1nnnn1C1CCCCC1)C(=O)O (stereo unspecified),-1,-0.7,1,-2
-1,-4,-12,1,-1,-4,CN(Cc1ccccc1)C(=O)C(=O)c1cn(CC(=O)N2CCCC2)c2ccccc12,-4,-0.1,-1,-5
0,0,-4,-5,-16,7,O=C(COC(=O)/C=C/c1cccc(F)c1)Nc1ccccc1,2,-0.7,0,5
-2,0,-12,-6,1,0,COc1ccc(C(C(=O)NC2CCCCC2)N2CCC3(CC2)OCCO3)cc1 (stereo unspecified),4,-0.9,2,0
-4,-282,-3,3,-13,i,COC(=O)C1=CN(CCOC23CC4CC(CC(C4)C2)C3)C=C(C(=O)OC)C1c1ccsc1,8,-77,-337,1
-1,-4,3,3,9,1,COc1cccc(NC(=O)C2CCCN2S(=O)(=O)c2ccc3c(c2)n(C)c(=O)c(=O)n3C)c1 (stereo unspecified),8,-0.1,-2,-1
-2,-6,0,-2,13,1,CN(C)S(=O)(=O)c1ccc(Cl)c(NC(=O)COC(=O)CNC(=O)c2ccco2)c1,7,-0.4,-2,3
-1,0,0,-3,-2,-4,CCCCn1c(N)c(N(CCOC)C(=O)c2ccc(N(C)S(=O)(=O)c3ccc(C)cc3)cc2)c(=O)[nH]c1=O,-14,1.0,-2,2
1,-7,3,-1,-4,-7,Cc1c2c(nc3ccccc13)CC(C)(C)CC2=O,-5,0.3,-1,2
1,-4,5,-2,0,-1,CCOC(=O)c1cn2nc(-c3ccc(OCC)cc3)cc2nc1C1CCN(C(=O)OC(C)(C)C)CC1,-1,0.3,0,6
-1,-1,0,6,11,4,O=C(CNC(=O)c1cccs1)N=Nc1c(O)[nH]c2ccc(Br)cc12,4,-0.1,1,-4
-4,-2,-8,-7,19,-7,CC1CCN(C(=O)C2CCN(S(=O)(=O)c3ccc4c(c3)CC(C)N4C(=O)C3CC3)CC2)CC1 (stereo unspecified),-3,0.8,2,0
-1,-3,-15,-1,12,9,O=C(O)c1ccc(SCc2cnc(Cl)s2)cc1,12,0.0,-3,5
4,i,-6,0,2,i,CCOP(=O)(OCC)c1nc(/C=C/c2ccccc2)oc1NCc1ccccc1,-10,-94,i,-9
-1,-20,5,2,10,-56,CCOCCCn1cnc2c(c1=O)c1nc3ccccc3nc1n2-c1ccccc1,-9,-1.3,-44,3
-2,0,10,-5,14,-5,COC(=O)c1ccc(C(=O)NC2CCSc3ccccc32)cc1 (stereo unspecified),0,0.4,1,-1
0,2,1,2,8,0,COc1cccc(N2CCN(S(=O)(=O)c3cc4c(cc3C)N(C)CCO4)CC2)c1,7,-0.4,0,-8
-3,-1,-15,0,0,0,COC(=O)[C@]12CCCCC=C1N(Cc1ccccc1)C(=O)[C@H](CC(=O)NCCc1ccccc1OC)C2,11,0.1,1,6
0,2,-3,10,-2,1,CCOC(=O)N1CCN(C(=O)/C=C/c2ccc(C(C)(C)C)cc2)CC1,-9,-0.3,2,-4
-5,-6,5,-2,-2,-19,O=C(NCc1cccnc1)c1cc(C2CCCN(C(=O)c3ccccn3)C2)on1 (stereo unspecified),21,0.5,-1,-1
4,-13,-9,-4,6,-29,CCn1c(-c2cccnc2Cl)nc2cc(Cl)c(Cl)cc21,-1,-0.1,-13,-8
-4,-1,6,-2,1,-2,O=C(CN1C(=O)NC(c2ccccc2)(c2ccccc2)C1=O)N1CCN(c2ccccc2F)CC1,1,0.5,3,2
0,-2,-7,-4,6,-11,Cc1c(C)n2c(SCC(=O)N3CCCCCC3)nnc2[nH]c1=O,5,0.2,2,-4
-1,1,4,4,-4,0,C/C(=C\C(=O)c1ccccc1)NNc1nc2ccccc2s1,9,-1.3,-7,3
3,0,-2,11,-4,-10,O=C1c2ccccc2C(=O)N1c1ccc(Cl)cn1,-18,0.0,-1,6
-4,2,1,5,5,-5,CCOC(=O)C1=CN(Cc2cccc(F)c2)S(=O)(=O)N(CC)C1c1ccc(F)c(Cl)c1 (stereo unspecified),10,1.1,-3,0
1,-18,-12,2,-16,-68,O=Cc1ccc(-c2ccc(C(=O)O)cc2)o1,1,0.3,-13,-1
-6,9.7*,2,8,-7,11,CCOC(=O)[C@]12CCCC=C1N(Cc1cccc3ccccc13)C(=O)[C@H](CC(=O)NCCc1ccccc1OC)C2,15,0.5,2,-13
1,-1,-3,5,5,2,Cc1cc(S(=O)(=O)NC[C@H]2O[C@@H](n3ccc(N)nc3=O)[C@H](O)[C@@H]2O)c(C)s1,3,0.3,0,4
10,-3,5,4,4,-11,COC(=O)c1ccc(C2C(C#N)=C(N)Oc3cc(N)ccc32)cc1 (stereo unspecified),-15,0.4,-18,-4
0,-5,1,8,10,-1,CS(=O)(=O)c1ccc(Cl)c(NC(=O)c2cccc(N3C(=O)CCC3=O)c2)c1,-4,-0.1,0,1
0,0,4,2,-6,-4,Cc1c(Cl)cccc1NC(=O)c1cc(S(=O)(=O)N2CCOCC2)cn1C,-1,0.1,1,5
9,8,-17,-6,-7,9,O=C1CC(c2ccccc2Cl)Cc2c1cnn2-c1nc2ccccc2s1 (stereo unspecified),-1,-0.4,3,7
2,-2,-3,-5,-1,4,COc1ccc(OC)c(CNC(=O)CCN2C(=O)COc3ccccc32)c1,-6,0.1,2,5
1,-233,-10,-2,-4,i,CN(C)C(=O)c1coc2nc3ccccc3nc12,6,39*,-193,-9
1,-2,-3,3,7,-8,COc1ccc(NC(=O)[C@H](Cc2c[nH]c3ccccc23)NC(=O)[C@@H]2Cc3ccccc3CN2)cc1,5,0.4,5,8

Structures above that have an aryl thioether with sulfur outside any ring:
LEDGF integ inh,ADAM17 inh,ASAP1 GAP inh,DDE Tn7 FP inh,TDP2 inh,ADAM10 inh,SMILES,ARFGAP1 inh,KLK7 zymogen act,PLCg1 inh,DDE Tn6 FP inh
-1,-3,5,1,-6,0,CC(Sc1nnnn1C1CCCCC1)C(=O)O (stereo unspecified),-1,-0.7,1,-2
-1,-3,-15,-1,12,9,O=C(O)c1ccc(SCc2cnc(Cl)s2)cc1,12,0.0,-3,5
0,-2,-7,-4,6,-11,Cc1c(C)n2c(SCC(=O)N3CCCCCC3)nnc2[nH]c1=O,5,0.2,2,-4

Other entries:
LEDGF integ inh,ADAM17 inh,ASAP1 GAP inh,DDE Tn7 FP inh,TDP2 inh,ADAM10 inh,SMILES,ARFGAP1 inh,KLK7 zymogen act,PLCg1 inh,DDE Tn6 FP inh
1,-3,-16,-2,-3,-1,CN(c1ccc(C(=O)N2CCCCC2)cc1)S(=O)(=O)c1cccs1,-6,-0.1,1,-1
4,-2,-2,-13,-2,-3,O=C(C1CCN(S(=O)(=O)c2cccc3cccnc23)CC1)N1CCN(c2ccccc2)CC1,-8,0.2,2,3
-3,-7,-2,-6,-12,-16,CCC(C(=O)NCc1ccc(F)cc1)n1nc(C)n2c(cc3occc32)c1=O (stereo unspecified),2,0.2,-12,-1
-2,-2,-14,1,-4,-3,O=C(c1ccc(Cl)s1)N1CCOCC1,-1,-0.4,0,13
1,-3,11,-4,-5,0,O=C(COC(=O)c1nc(Cl)ccc1Cl)Nc1ccccc1OC(F)F,4,-0.2,2,6
1,-4,-6,-3,2,-3,CCCS/C(N)=N/N=C/c1cc(C)ccc1O,0,-4.5,-143,2
-1,-7,2,-4,-7,-12,CC1(C)CC(=O)C(C=Nc2ccc(Cl)cn2)=C(O)C1,-6,-0.9,-5,-9
5,1,4,3,18,1,N#CCC(=O)N/N=C/c1ccccc1Cl,13,-0.6,1,-8
3,-1,nt,2,4,-13,CC(NC(=O)c1cc2ccc(C(F)(F)F)cc2nc1N)c1cccc2ccccc12 (stereo unspecified),nt,-2.7,-18,2
-9,-7,7,-2,-15,-4,CC1CCCCN1CC(O)COCCC12CC3CC(CC(C3)C1)C2 (stereo unspecified),25*,-0.3,7,-16
-2,-3,-7,2,4,-1,Cc1cc(C(=O)NNC(=S)NC2CCCCC2)cs1,-5,-0.4,-2,1
-1,-6,11,2,-1,-3,COc1ccc(-c2cc(C(=O)O)sc2C)cc1,2,0.2,-1,5
-3,-5,5,2,6,3,COc1cccc2cc(-c3nnc(SCC(=O)Nc4ccc(NC(C)=O)cc4)n3C)oc12,8,0.0,1,-2
-1,-1,-14,5,9,6,Cc1ccc(S(=O)(=O)N(CC(=O)N2CCOCC2)c2ccccc2F)cc1,3,0.2,-1,-1
-1,3,0,1,-5,3,Cc1ccc(OCc2n[nH]c(=S)n2-c2ccc(Cl)cc2)cc1,-2,0.4,0,-4
8,2,10,-2,-4,2,COc1ccccc1CNC(=O)CN1C(=O)NC(C)(c2ccc(C(C)(C)C)cc2)C1=O (stereo unspecified),-4,0.2,5,-3
-3,5,-2,0,3,11,OC12CCCCC1C(c1ccc3c(c1)OCO3)N(Cc1cccc(F)c1)CC2 (stereo unspecified),-6,0.6,0,8
